KAT2A inh – inhibitors of human GCN5L2 histone acetyltransferase. GCN5L2 HAT assay, ThioGlo1 CoA-SH fluorescence. Potency, µM (top dose mostly 58.9 µM), without a hit: at the highest dose activity change, negative = inhibition, usual class: inhibitors. hit rate 0.21% among 390,000. AID 504327
Target sequence (Q92830 whole entry, looked up): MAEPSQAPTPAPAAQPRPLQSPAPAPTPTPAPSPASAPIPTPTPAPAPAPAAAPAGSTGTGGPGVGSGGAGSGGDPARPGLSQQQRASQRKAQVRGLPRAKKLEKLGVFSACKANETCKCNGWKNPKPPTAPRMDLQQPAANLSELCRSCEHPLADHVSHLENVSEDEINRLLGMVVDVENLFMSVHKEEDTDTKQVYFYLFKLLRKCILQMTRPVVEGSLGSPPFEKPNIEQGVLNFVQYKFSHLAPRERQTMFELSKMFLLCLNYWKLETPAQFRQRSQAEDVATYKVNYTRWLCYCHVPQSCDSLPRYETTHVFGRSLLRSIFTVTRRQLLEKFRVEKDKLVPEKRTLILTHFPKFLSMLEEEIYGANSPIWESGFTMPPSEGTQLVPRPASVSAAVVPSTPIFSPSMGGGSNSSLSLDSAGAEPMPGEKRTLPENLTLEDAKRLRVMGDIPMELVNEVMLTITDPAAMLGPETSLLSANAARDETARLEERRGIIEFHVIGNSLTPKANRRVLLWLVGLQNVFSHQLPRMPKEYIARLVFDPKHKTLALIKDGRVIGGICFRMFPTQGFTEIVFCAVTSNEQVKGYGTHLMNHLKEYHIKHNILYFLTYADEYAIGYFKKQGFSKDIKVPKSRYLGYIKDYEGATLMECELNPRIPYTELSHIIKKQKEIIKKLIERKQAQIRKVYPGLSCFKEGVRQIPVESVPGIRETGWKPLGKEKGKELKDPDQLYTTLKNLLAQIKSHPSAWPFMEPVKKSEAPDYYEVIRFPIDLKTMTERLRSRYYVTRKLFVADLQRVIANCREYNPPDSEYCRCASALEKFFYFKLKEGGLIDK
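Compounds, pin-transferred from DMSO stocks, meet 20nM GCN5L2 for 15 min before the reaction begins with H3(1-25) peptide (75uM) and acetyl-CoA (70uM). Thiol-reactive ThioGlo1 reports CoA release over 20 min at room temperature.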
FEN1 inhibitor – blocks human flap endonuclease 1 | AID 588795 | hit rate 0.35% among 390,000 | Recombinant FEN1 flap cleavage, fluorescence, 15 min | P39748 | Potency, µM (highest dose often 114 µM), for the others: at the highest dose activity change, negative = inhibition, usual class: inhibitors; also: nearly all actives have a fitted effect of over 65% in size
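Concentration–response screening of FEN1 (10 nM): 15 min compound preincubation at room temperature, reaction started with 50 nM substrate and read at 0 and 15 min. Corrected, normalized data were fitted by a four-parameter Hill equation.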
DT40 TDP1 CPT – growth inhibition of DT40 Tdp1-/-;hTDP1 cells with camptothecin (screen for TDP1 inhibitors). chicken DT40 Tdp1-/-;hTDP1 cells + 20 nM CPT, ATP luminescence, 48 h. Potency, µM (titrated, usually from 46.2 µM), inactives show top-dose activity change, negative = growth inhibition, hits mostly inhibitors. hit rate 12% among 420,000. AID 686979; also: nearly all actives have a fitted effect of over 55% in size
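Chicken DT40 Tdp1-/- cells complemented with human TDP1, 400 cells/well, exposed to compounds plus 20 nM camptothecin for at least 48 h at 37 C; viability read as ATP content by CellTiter-Glo luminescence.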
The depositor's hits bear a star; [ ] = another dose, or the depositor's remark. Calls follow the shape of the dose curve; as a rule, active = well fitted curve in the direction sought with a large enough effect; inconclusive = small, poorly fitted or top-dose-only effect, or another doubt; inactive = no such curve, though single readings can be large; an effect the other way counts as inactive or inconclusive. % is scaled to controls: 0 for no effect and ±100 for the full control effect; potency is read from the fitted curve at half-maximal effect. Only part of the results is shown; rates above refer to the full screens.

CCOC(=O)N1CCN(C(=O)c2ccc3c(c2)N(Cc2ccccc2F)C(=O)c2ccccc2S3(=O)=O)CC1 was read as KAT2A inh 4.4%, FEN1 inhibitor -12.6% and DT40 TDP1 CPT -25.9%.
`CC1(C)CCC(C)(C)NC(=S)N1` gave KAT2A inh 0.1%, FEN1 inhibitor -4.5% and DT40 TDP1 CPT inconclusive.
Screening O=C(Nc1ccc(F)cc1F)C1CCCN1S(=O)(=O)c1ccc(-c2ccc(=O)[nH]n2)s1 (stereo unspecified) returned KAT2A inh 0.6%, FEN1 inhibitor 39.8%[activator] and DT40 TDP1 CPT inconclusive.
For O=C(Nc1ccccc1)Nc1ccc(C(F)(F)F)cn1 the results were KAT2A inh -1.5%, FEN1 inhibitor -6.9% and DT40 TDP1 CPT -14.5%.
`COc1cccc(CNC(=O)Cn2ccc3cc(S(=O)(=O)N4CCCCCC4)ccc32)c1` gave KAT2A inh -10.1%, FEN1 inhibitor 1.6% and DT40 TDP1 CPT -9.3%.
For Cc1ccc(C)c(NC(=O)CSC2=Nc3ccccc3N=C(c3ccc(F)cc3)C2)c1 the results were KAT2A inh -2.1%, FEN1 inhibitor -3.3% and DT40 TDP1 CPT inconclusive.
For O=C(NC1CC1)C1CC(=O)N(c2ccccc2)C1 (stereo unspecified) the results were KAT2A inh -5.4%, FEN1 inhibitor 11.3% and DT40 TDP1 CPT 5.2%.
`O=C1N[C@@H](Cc2ccccc2)C(=O)N2[C@@H]3N(S(=O)(=O)c4ccc(F)cc4)c4ccccc4[C@]3(Br)C[C@@H]12` gave FEN1 inhibitor -18.9% and DT40 TDP1 CPT inconclusive.
`O=C(NCc1ccccc1)c1ccc2c(c1)C(=O)N(CC1CCCO1)C2=O` (stereo unspecified) gave KAT2A inh 2.8%, FEN1 inhibitor 0.5% and DT40 TDP1 CPT -5.7%.
Screening COCCCN(Cc1ccco1)C(=O)Cn1ncc2c([nH]c3ccccc32)c1=O returned KAT2A inh -3.8%, FEN1 inhibitor 2.0% and DT40 TDP1 CPT -25.5%.
Screening Cn1c(C(=O)OC(C(=O)NC2CCCCC2)c2ccncc2)cc2sccc21 (stereo unspecified) returned KAT2A inh 3.8%, FEN1 inhibitor -22.3% and DT40 TDP1 CPT -20.7%.
Cc1nnc(SCc2ccccc2)n1CC1CCCO1 (stereo unspecified) was read as KAT2A inh 0.0%, FEN1 inhibitor 8.5% and DT40 TDP1 CPT -4.1%.
For O=C(Cn1c(=O)oc2cc(S(=O)(=O)N3CCCC3)ccc21)N1CCN(c2ccccc2F)CC1 the results were KAT2A inh -1.9%, FEN1 inhibitor 19.4% and DT40 TDP1 CPT -14.4%.
`CC(C)N(Cc1nc(-c2ccc(Cl)cc2)no1)C(=O)/C=C/c1ccccc1` gave KAT2A inh -16.0%, FEN1 inhibitor -9.8% and DT40 TDP1 CPT inconclusive.
`O=C(Nc1ccncc1)Nc1cccc(C(F)(F)F)c1` gave KAT2A inh -7.0%, FEN1 inhibitor -12.6% and DT40 TDP1 CPT inconclusive.
For COc1cccc(Nc2ncc3nc(CCc4ccccc4)c(=O)n(C[C@H]4CCCO4)c3n2)c1 the results were KAT2A inh -11.2% and DT40 TDP1 CPT -15.2%.
Screening O=C(c1ccccc1)c1c[nH]c(C(=O)NNc2ccccc2)c1 returned KAT2A inh -0.2%, FEN1 inhibitor 1.1% and DT40 TDP1 CPT 5.8%.
`CCOC(=O)N1CCN(c2cc(C)nc3nc(C)nn23)CC1` gave KAT2A inh 0.7%, FEN1 inhibitor -5.8% and DT40 TDP1 CPT 10.9%.
`Cc1ccc(-c2nnc(SCC(=O)NC3CC3)o2)cc1` gave KAT2A inh -4.4%, FEN1 inhibitor 16.4% and DT40 TDP1 CPT 21.3%.
Cc1ccccc1NC(=O)OCc1ccccc1 was read as KAT2A inh -0.3%, FEN1 inhibitor -8.3% and DT40 TDP1 CPT 24.6%.
CC(=O)Nc1cccc(C(=O)N(CCc2ccccc2)Cc2ccccc2)c1 was read as KAT2A inh -1.7%, FEN1 inhibitor -11.3% and DT40 TDP1 CPT -24.2%.
N#CC1(NC(=O)COC(=O)c2ccc(Cl)nc2)CCCCC1 was read as KAT2A inh 4.5%, FEN1 inhibitor 23.3% and DT40 TDP1 CPT -22.8%.
For CC(C)c1ccc(NC(=O)COc2nnc(-c3cccs3)c(-c3cccs3)n2)cc1 the results were KAT2A inh -9.7%, FEN1 inhibitor -11.0% and DT40 TDP1 CPT -22.4%.
Screening CC1CC(C)CN(CCCNC(=O)c2ccc(CS(=O)(=O)Cc3ccccc3F)o2)C1 (stereo unspecified) returned KAT2A inh -4.1%, FEN1 inhibitor -7.4% and DT40 TDP1 CPT 8.4%.
O=C(Nc1ccccc1Cl)c1ccc([N+](=O)[O-])o1 was read as KAT2A inh -5.1%, FEN1 inhibitor 0.4% and DT40 TDP1 CPT inconclusive.
For CCOC(=O)C1CCCN(S(=O)(=O)c2cccc3cccnc23)C1 (stereo unspecified) the results were KAT2A inh -3.8%, FEN1 inhibitor 6.7% and DT40 TDP1 CPT -17.3%.
For CC(NC(=O)NC(=O)c1ccc(Cl)cc1)c1ccccc1 (stereo unspecified) the results were KAT2A inh inconclusive, FEN1 inhibitor 4.5% and DT40 TDP1 CPT inconclusive.
Screening CCOc1ccc(C(C(=O)NCC2CCCO2)N(C(=O)c2snc(C(N)=O)c2N)c2cccc(F)c2)cc1 (stereo unspecified) returned KAT2A inh -4.1%, FEN1 inhibitor -8.6% and DT40 TDP1 CPT -26.8%.
COc1ccc(/C=C/c2nc(S(=O)(=O)c3ccccc3)c(NCCCN(C)C)o2)cc1OC was read as KAT2A inh -14.2%, FEN1 inhibitor 1.7% and DT40 TDP1 CPT -6.6%.
COc1ccc(NC(=O)CC2Oc3ccc(C)cc3NC2=O)cc1 (stereo unspecified) was read as KAT2A inh -2.7%, FEN1 inhibitor -3.7% and DT40 TDP1 CPT 3.9%.
For Cc1ccc(-c2nnn3c2nc(NCCc2ccccc2)c2ccccc23)cc1 the results were KAT2A inh -1.1%, FEN1 inhibitor 19.4% and DT40 TDP1 CPT 1.9%.
`COc1cc(C(=O)c2ccccc2)c([N+](=O)[O-])cc1OC` gave KAT2A inh -6.4%, FEN1 inhibitor -4.0% and DT40 TDP1 CPT 5.1%.
Screening O=C(N/N=C/c1ccc[nH]1)c1ccc2c(c1)OCO2 returned KAT2A inh -6.1%, FEN1 inhibitor -4.7% and DT40 TDP1 CPT 0.0%.
For Cc1cc(C(=O)COC(=O)C2=NNC(=O)CC2)c(C)n1CCc1ccccc1 the results were KAT2A inh -12.2%, FEN1 inhibitor -2.6% and DT40 TDP1 CPT -0.5%.
`CC1CCCCN1C(=O)CSc1nc2ccccc2nc1Cc1ccccc1` (stereo unspecified) gave KAT2A inh -8.1%, FEN1 inhibitor -26.2% and DT40 TDP1 CPT inconclusive.
`O=C(CSc1nc2ccccc2c(=O)n1NC(=O)Cc1ccccc1)NCCc1ccccc1` gave KAT2A inh -3.1%, FEN1 inhibitor 1.3% and DT40 TDP1 CPT -8.7%.
Cc1cccc2c1NC(=O)C2=O was read as FEN1 inhibitor inconclusive and DT40 TDP1 CPT inconclusive.
For N#Cc1ccc[n+](CC(=O)c2ccc(Cl)cc2)c1 the results were KAT2A inh -11.8%, FEN1 inhibitor 0.3% and DT40 TDP1 CPT -10.5%.
For COc1ccccc1NC(=O)C(=O)N1N=C(C(C)C)CC1(O)C(F)(F)F (stereo unspecified) the results were KAT2A inh -4.4%, FEN1 inhibitor -6.5% and DT40 TDP1 CPT -0.9%.
`COc1cc(C(=O)N2CCN(C(=O)C3CC3)CC2)cc(OC)c1OC` gave KAT2A inh -1.8%, FEN1 inhibitor -2.2% and DT40 TDP1 CPT -4.1%.

Retrieved one by one from the entries so far:
`O=C1N[C@@H](Cc2ccccc2)C(=O)N2[C@@H]3N(S(=O)(=O)c4ccc(F)cc4)c4ccccc4[C@]3(Br)C[C@@H]12` gave FEN1 inhibitor -18.9% and DT40 TDP1 CPT inconclusive.
Cc1cccc2c1NC(=O)C2=O was read as FEN1 inhibitor inconclusive and DT40 TDP1 CPT inconclusive.
`COc1cc(C(=O)N2CCN(C(=O)C3CC3)CC2)cc(OC)c1OC` gave KAT2A inh -1.8%, FEN1 inhibitor -2.2% and DT40 TDP1 CPT -4.1%.
Screening O=C(c1ccccc1)c1c[nH]c(C(=O)NNc2ccccc2)c1 returned KAT2A inh -0.2%, FEN1 inhibitor 1.1% and DT40 TDP1 CPT 5.8%.
`COc1cc(C(=O)c2ccccc2)c([N+](=O)[O-])cc1OC` gave KAT2A inh -6.4%, FEN1 inhibitor -4.0% and DT40 TDP1 CPT 5.1%.
For CC(C)c1ccc(NC(=O)COc2nnc(-c3cccs3)c(-c3cccs3)n2)cc1 the results were KAT2A inh -9.7%, FEN1 inhibitor -11.0% and DT40 TDP1 CPT -22.4%.

(listing goes on)
`O=C(CS(=O)(=O)c1cn(CC(=O)N2CCOCC2)c2ccccc12)Nc1ccccc1` gave KAT2A inh 1.0%, FEN1 inhibitor -2.6% and DT40 TDP1 CPT -14.2%.
O=C(Nc1cccc(S(=O)(=O)Nc2ccc(Cl)cc2)c1)c1ccc2c(c1)OCCO2 was read as KAT2A inh -9.2%, FEN1 inhibitor -4.7% and DT40 TDP1 CPT 13µM*.
Screening CC(C)CN(C(=O)COC(=O)/C=C/c1ccccc1)C1CCS(=O)(=O)C1 (stereo unspecified) returned KAT2A inh 2.4%, FEN1 inhibitor -10.8% and DT40 TDP1 CPT -1.4%.
For COc1cc(Br)cc(C(c2c(C)n(C)n(-c3ccccc3)c2=O)c2c(C)n(C)n(-c3ccccc3)c2=O)c1O the results were FEN1 inhibitor -4.5% and DT40 TDP1 CPT 2.1%.
`CCOn1c(=O)c(-c2cc(OC)ccc2OC)[n+]([O-])c2ccccc21` gave KAT2A inh -6.7%, FEN1 inhibitor 21.5% and DT40 TDP1 CPT 3.9%.
`Cc1cc(=O)n(Cc2ccccc2)c2c(C)cccc12` gave KAT2A inh -13.0%, FEN1 inhibitor -7.9% and DT40 TDP1 CPT 12.6%.
For Nc1nnc(SCC(=O)Nc2cccc(S(N)(=O)=O)c2)s1 the results were KAT2A inh 1.7%, FEN1 inhibitor 2.2% and DT40 TDP1 CPT -1.7%.
`COc1ccc(Cc2nc3ccc(C(=O)N(C)CCCN4CCOCC4)cc3o2)cc1` gave KAT2A inh -27.1%, FEN1 inhibitor -18.5% and DT40 TDP1 CPT -14.4%.
`Cc1ccc(S(=O)(=O)NCc2ccncc2)cc1C` gave KAT2A inh -4.1%, FEN1 inhibitor 1.4% and DT40 TDP1 CPT 2.91µM*.
Cc1c(C(=O)N2CCC3(CC2)CC(=O)c2ccccc2O3)cccc1[N+](=O)[O-] was read as KAT2A inh 1.2%, FEN1 inhibitor -13.4% and DT40 TDP1 CPT 18.4µM*.
Screening CCOc1ccc(S(=O)(=O)N2CCCC(C(=O)NC3CC3)C2)cc1Cl (stereo unspecified) returned KAT2A inh 4.2%, FEN1 inhibitor 2.9% and DT40 TDP1 CPT inconclusive.
Screening CC(C)(C)c1cnnn1-c1ccc(NC(=O)c2ccc(Br)o2)cc1 returned KAT2A inh 6.3%, FEN1 inhibitor -0.3% and DT40 TDP1 CPT -26.9%.
Screening CS(=O)(=O)N1CCC(C(=O)NCCc2ccccc2)CC1 returned KAT2A inh 1.6%, FEN1 inhibitor -10.0% and DT40 TDP1 CPT 5.2%.
For COc1ccc(S(=O)(=O)N2CCCN(CCC(=O)Nc3cccc(C(F)(F)F)c3)CC2)cc1 the results were KAT2A inh -14.6%, FEN1 inhibitor -3.1% and DT40 TDP1 CPT -19.5%.
Screening O=C(CN1C(=O)C2CC=CCC2C1=O)NCc1cccs1 (stereo unspecified) returned KAT2A inh 7.0%, FEN1 inhibitor 8.3% and DT40 TDP1 CPT 2.5%.
`O=C(O)CCc1n[nH]c(=S)[nH]c1=O` gave KAT2A inh -9.0%, FEN1 inhibitor -2.8% and DT40 TDP1 CPT -6.0%.
`Cn1nc(-c2ccc(N3CCOCC3)c(NS(=O)(=O)c3ccccc3)c2)c2ccccc2c1=O` gave KAT2A inh -11.8%, FEN1 inhibitor -5.5% and DT40 TDP1 CPT inconclusive.
For COc1ccc(-n2c(C)cc(/C=C3\SC(=S)NC3=O)c2C)cc1 the results were KAT2A inh 1.2%, FEN1 inhibitor -7.7% and DT40 TDP1 CPT 5.1%.
COc1ccc(-n2c3c(cc(C(=O)Nc4ccc(C)cc4)c2=O)C(=O)CCC3)cc1 was read as FEN1 inhibitor -2.8% and DT40 TDP1 CPT 2.0%.
Screening O=C(CSc1nc2c([nH]c3ccccc32)c(=O)n1-c1ccccc1)N1CCCCC1 returned KAT2A inh -0.9%, FEN1 inhibitor 18.1% and DT40 TDP1 CPT 0.2%.

Screening results (PubChem)
